Screening data deposited in PubChem BioAssay by National Center for Advancing Translational Sciences (NCATS).
A549 viability – kills or reduces viability of A549 cells in Nrf2 counter-screen | A549 ARE-Fluc cells, CellTiter-Fluor viability, 18-24 h | Potency, µM (series often up to 46 µM), for the others: at the top dose activity change, negative = cytotoxicity, actives largely listed as inhibitors | actives 0.16% (n = 390,000); also: potency is read from the fitted curve at half-maximal effect; % is scaled to controls: 0 for no effect and ±100 for the full control effect
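A549 ARE-Fluc cells in 5% FBS OPTI-MEM, 5000 cells/well, rested 2 h then exposed to compounds in concentration-response for 18-24 h at 37 °C. Viability by CellTiter-Fluor fluorescence (Ex 405/Em 525) after 30 min; luciferase luminescence (BugLite, 15 min, RT) read afterwards.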
EPAC2 ag – activates human EPAC2 exchange factor | Q8WZA2 | EPAC2 activation, biochemical qHTS; response scale: 100% = 6.5 mM cAMP response | Potency, µM (doses to about 154 µM), for the others: at the top dose activation, actives largely listed as activators | actives 0.079% (n = 360,000) | AID 720711; also: potency is read from the fitted curve at half-maximal effect; nearly all actives have a fitted effect of over 50% in size
Target sequence (Q8WZA2 whole entry, looked up): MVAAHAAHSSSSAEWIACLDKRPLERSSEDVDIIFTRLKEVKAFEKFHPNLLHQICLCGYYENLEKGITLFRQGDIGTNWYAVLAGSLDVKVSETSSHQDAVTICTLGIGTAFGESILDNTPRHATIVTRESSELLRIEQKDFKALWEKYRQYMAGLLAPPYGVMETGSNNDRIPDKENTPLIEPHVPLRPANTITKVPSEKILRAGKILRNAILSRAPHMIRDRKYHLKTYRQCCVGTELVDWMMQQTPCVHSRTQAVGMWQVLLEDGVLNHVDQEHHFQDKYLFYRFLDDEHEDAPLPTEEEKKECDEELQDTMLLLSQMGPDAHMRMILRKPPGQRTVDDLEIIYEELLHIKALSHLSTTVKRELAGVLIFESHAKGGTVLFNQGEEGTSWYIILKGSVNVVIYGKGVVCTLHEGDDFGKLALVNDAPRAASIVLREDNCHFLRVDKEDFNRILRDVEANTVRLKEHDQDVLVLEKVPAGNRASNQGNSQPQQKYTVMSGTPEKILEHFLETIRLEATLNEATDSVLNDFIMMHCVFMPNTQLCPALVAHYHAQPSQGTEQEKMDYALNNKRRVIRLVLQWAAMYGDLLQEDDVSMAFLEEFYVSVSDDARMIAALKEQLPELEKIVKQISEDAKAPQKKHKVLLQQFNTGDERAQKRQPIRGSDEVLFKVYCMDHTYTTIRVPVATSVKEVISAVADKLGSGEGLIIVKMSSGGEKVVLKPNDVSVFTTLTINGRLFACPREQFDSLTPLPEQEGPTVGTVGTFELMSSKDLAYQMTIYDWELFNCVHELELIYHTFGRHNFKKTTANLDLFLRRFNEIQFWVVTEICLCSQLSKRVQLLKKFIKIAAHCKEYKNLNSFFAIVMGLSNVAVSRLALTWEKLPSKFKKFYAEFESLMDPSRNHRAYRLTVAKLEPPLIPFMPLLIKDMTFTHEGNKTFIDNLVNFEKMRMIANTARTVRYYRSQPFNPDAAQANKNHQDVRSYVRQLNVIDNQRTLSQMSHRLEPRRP
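Guanine nucleotide exchange by EPAC2 is measured as reduced fluorescence of BODIPY-GDP once it is released from 250 nM Rap1B. Plates are read kinetically for 30 min at room temperature; results are scaled to 6.5 mM cAMP.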
Nrf2 inh – blocks Nrf2 signaling. A549 ARE-Fluc reporter, luciferase luminescence, 18-24 h. Potency, µM (titrated, usually from 46 µM), for inactives: top-dose activity change, negative = inhibition, actives largely listed as inhibitors. actives 2.1% (n = 360,000). AID 504444; also: potency is read from the fitted curve at half-maximal effect; % is scaled to controls: 0 for no effect and ±100 for the full control effect; nearly all actives have a fitted effect of over 60% in size
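Reporter: ARE-Fluc in A549. Exposure: 18-24 h, 37 °C, 5% CO2, 5% FBS OPTI-MEM. Readouts: fluorescent cytotoxicity (CellTiter-Fluor), then luminescent Nrf2 signal after BugLite.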
S2 tox – reduces viability in counter-screen for ATXN expression inhibitors. actives 0.49% (n = 400,000). Potency, µM (highest dose often 56.7 µM), most hits filed as cytotoxic. S2 cells (HEK-293 line with an ATXN2-luciferase reporter) viability, CellTiter-Fluor protease fluorescence, 24 h; also: potency is read from the fitted curve at half-maximal effect; nearly all actives have a fitted effect of over 40% in size
IL2 activator – activates IL-2 in a cell-based reporter assay; IL-2 activation reporter assay, cell-based qHTS; stimulated with anti-CD3/CD4/CD28 beads; in transgenic mouse T cells; actives 0.065% (n = 360,000); activation, % (series mostly up to about 46 µM); AID 652025; in the data active = activation above about 50%; inconclusive = mostly about 30% to 49%; also: 0% is about no effect
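EGFP and DsRed fluorescence is measured by plate cytometry in unstimulated transgenic mouse T cells exposed to compound for 60 minutes, then stimulated 18 hours at 37 degrees C with anti-CD3/anti-CD4 beads plus anti-CD28.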
HepG2 tox – kills HepG2 cells in TGF-b inhibitor counter-screen; HepG2 CAGA-GFP viability, ATP luminescence, 18 h; Potency, µM (top dose mostly 46.1 µM), without a hit: top-dose activity change, negative = cytotoxicity, usual class: cytotoxic; actives 0.76% (n = 410,000); AID 588856; also: potency is read from the fitted curve at half-maximal effect; some results filed as inactive show a strong effect at the top dose
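HepG2 CAGA-GFP cells (1000/well, DMEM with 1% FBS) received compound, then TGF-beta at 500 pg/mL final, and were incubated 18 hours at 37 degrees C. Viability was read by CellTiter-Glo luminescence. Media-only wells were set as complete cell-killing and DMSO as no toxicity.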
TGFb SMAD3 inh – blocks TGF-b signaling; Potency, µM (doses to about 46.1 µM), for inactives: top-dose activity, negative = inhibition, usual class: inhibitors; HepG2 CAGA-GFP TGF-b/SMAD3 reporter, GFP fluorescence, 18 h; TGF-beta stimulated, 500 pg/mL final; actives 1.2% (n = 410,000); also: potency is read from the fitted curve at half-maximal effect; % is scaled to controls: 0 for no effect and ±100 for the full control effect; nearly all actives have a fitted effect of over 65% in size
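HEPG2 CAGA-GFP reporter cells (1000/well, DMEM with 1% FBS) received compounds, then recombinant TGF-beta at 500 pg/mL final for 18 hours at 37 degrees C. Per-cell GFP summed per well was normalised to unstimulated and stimulated DMSO controls before curve fitting.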
ATXN2 expr inh – reduces ATXN2 reporter expression in HEK-293 cells | actives 0.72% (n = 360,000) | AID 1745845 | Potency, µM (top dose mostly 57 µM), for the others: at the top dose activity change, negative = inhibition, usual class: inhibitors | HEK-293 ATXN2-luciferase reporter, luminescence, 24 h; also: potency is read from the fitted curve at half-maximal effect; % is scaled to controls: 0 for no effect and ±100 for the full control effect; nearly all actives have a fitted effect of over 55% in size
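qHTS (up to 57 uM final) was run with 24 h compound exposure of reporter cells at 37 °C. Each well was multiplexed: SteadyGlo luminescence measured ATXN2-luciferase expression after a fluorogenic Gly-Phe-AFC viability readout (25 uM final).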
Nrf2 activator – activates Nrf2 signaling. AREc32 ARE-luciferase reporter (MCF7-derived line), luminescence, 24 h. Potency, µM (doses to about 46.1 µM), for inactives: top-dose activation, usual class: activators. actives 0.31% (n = 410,000); also: potency is read from the fitted curve at half-maximal effect; % of control where 0% means no effect; nearly all actives have a fitted effect of over 65% in size
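ARE activation measured as luciferase luminescence (Steady-Glo, 30 min RT) in AREc32_Fluc cells after 24 hr compound exposure at 37 deg C, 5% CO2; cells seeded overnight at 1000/well in OPTI-MEM, 5% FBS.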
Numbers without * were called inactive; [ ] = remark or other dose. Unless noted, calls follow the shape of the dose curve; as a rule, active = well fitted curve in the direction sought with a large enough effect; inconclusive = small, poorly fitted or top-dose-only effect, or another doubt; inactive = no such curve, though single readings can be large; an effect the other way counts as inactive or inconclusive.

What do the screens show for `O=C(CCN1C(=O)C2C3C=CC(C4CC34)C2C1=O)Oc1ccc(Br)cc1` (centres undefined)?
A549 viability: -5%; EPAC2 ag: 11%; Nrf2 inh: -5%; S2 tox: inactive; IL2 activator: -4.8; HepG2 tox: 2%; TGFb SMAD3 inh: 1%; ATXN2 expr inh: 6%; Nrf2 activator: 0.3%

Results for CCS(=O)(=O)N1CCC(NC(=O)c2cc(OC)cc(OC)c2)CC1 ?
A549 viability: 1%; EPAC2 ag: 6%; Nrf2 inh: 6%; S2 tox: inactive; IL2 activator: -1.9; HepG2 tox: -2%; TGFb SMAD3 inh: -9%; ATXN2 expr inh: 8%; Nrf2 activator: 0.4%

How did O=C(Cc1ccccc1F)Nc1nc(-c2ccc(F)cc2)cs1 do in these assays?
A549 viability: -12%; EPAC2 ag: 8%; Nrf2 inh: 6%; S2 tox: inactive; IL2 activator: 1.6; HepG2 tox: -4%; TGFb SMAD3 inh: -20%; ATXN2 expr inh: -10%; Nrf2 activator: 6.6%

How did COC(=O)C1CCN(c2ccc(C(N)=O)cc2[N+](=O)[O-])CC1 do in these assays?
A549 viability: -15%; EPAC2 ag: -7%; Nrf2 inh: inconclusive; S2 tox: inactive; IL2 activator: -1.6; HepG2 tox: -5%; TGFb SMAD3 inh: -5%; ATXN2 expr inh: 0%; Nrf2 activator: 0.0%

What do the screens show for `CC(C)c1nc(CNC(=O)CC2C(=O)NCCN2Cc2ccccc2)cs1` (centres undefined)?
EPAC2 ag: 1%; S2 tox: inconclusive; IL2 activator: -1.3; HepG2 tox: -2%; TGFb SMAD3 inh: -1%; Nrf2 activator: -0.9%

How did O=C(CN1C(=O)CC(c2ccco2)Sc2ccccc21)Nc1ccc(Br)cc1 (centres undefined) do in these assays?
A549 viability: -5%; Nrf2 inh: -4%; S2 tox: inactive; HepG2 tox: -12%; TGFb SMAD3 inh: 6%; ATXN2 expr inh: -17%; Nrf2 activator: -0.2%

What do the screens show for `CC(C)NC(=O)Nc1ccc2c(c1)C(=O)N([C@@H](C)CO)C[C@@H](C)[C@@H](CN(C)S(=O)(=O)c1ccc(F)cc1)O2`?
A549 viability: 5%; EPAC2 ag: 1%; Nrf2 inh: 7%; S2 tox: inactive; IL2 activator: -0.3; HepG2 tox: -12%; TGFb SMAD3 inh: 8%; ATXN2 expr inh: -1%; Nrf2 activator: 0.5%

How did O=C(N/N=C/c1cccc(O)c1)c1ccc(COc2cccc3cccnc23)cc1 do in these assays?
A549 viability: 7%; EPAC2 ag: 15%; Nrf2 inh: 12%; S2 tox: inactive; IL2 activator: -2.1; HepG2 tox: -2%; TGFb SMAD3 inh: 9%; Nrf2 activator: 4.4%

What do the screens show for `COc1cc(CN2C(=O)C(C)ON=C2c2ncccc2C)cc(OC)c1` (centres undefined)?
EPAC2 ag: -4%; S2 tox: inactive; IL2 activator: 2.6; HepG2 tox: -1%; TGFb SMAD3 inh: 7%; ATXN2 expr inh: 0%; Nrf2 activator: -0.1%

Results for CCn1cnc2c1c(=O)n(CC(=O)Nc1ccc(C(N)=O)cc1)c(=O)n2Cc1ccccc1 ?
A549 viability: 3%; EPAC2 ag: 5%; Nrf2 inh: 7%; S2 tox: inactive; IL2 activator: -0.5; HepG2 tox: -12%; TGFb SMAD3 inh: -2%; Nrf2 activator: 0.5%

How did COc1ccc(N2CCN(C(=O)CN(c3cccc(OC)c3)S(=O)(=O)c3ccccc3)CC2)cc1 do in these assays?
A549 viability: -13%; EPAC2 ag: -2%; Nrf2 inh: -16%; S2 tox: inactive; IL2 activator: -2.6; HepG2 tox: -3%; TGFb SMAD3 inh: 0%; ATXN2 expr inh: 2%; Nrf2 activator: 2.5%

How did CCc1[nH]c(=O)c(C#N)c2c1CSC(C)(C)C2 do in these assays?
A549 viability: -7%; EPAC2 ag: 11%; Nrf2 inh: 5%; S2 tox: inactive; IL2 activator: -2.0; HepG2 tox: -5%; TGFb SMAD3 inh: 27%; ATXN2 expr inh: -3%; Nrf2 activator: -0.1%

How did CC(=O)Nc1ccccc1C(=O)C(=O)Nc1ccc(C(=O)NCC2CCCO2)cc1 (centres undefined) do in these assays?
A549 viability: 1%; EPAC2 ag: 0%; Nrf2 inh: 5%; S2 tox: inactive; IL2 activator: -6.8; HepG2 tox: -8%; TGFb SMAD3 inh: -9%; ATXN2 expr inh: -11%; Nrf2 activator: -0.1%

Results for CCOC(=O)N1CCC(NC(=O)c2ccc(CS(=O)(=O)c3ccc(OC)cc3)o2)CC1 ?
A549 viability: 20%; EPAC2 ag: 6%; Nrf2 inh: inconclusive; S2 tox: inactive; IL2 activator: -2.3; HepG2 tox: -19%; TGFb SMAD3 inh: -2%; ATXN2 expr inh: -5%; Nrf2 activator: -1.5%

Results for COCC1CCN(Cc2cn[nH]c2-c2cc3ccccc3o2)C1 (centres undefined) ?
A549 viability: -2%; EPAC2 ag: 8%; Nrf2 inh: 4%; S2 tox: inactive; IL2 activator: -1.0; HepG2 tox: -13%; TGFb SMAD3 inh: 11%; ATXN2 expr inh: -22%; Nrf2 activator: 2.1%

How did CCc1cccc(CC)c1NC(=O)CN1CCN(S(=O)(=O)c2ccccc2)CC1 do in these assays?
A549 viability: -1%; EPAC2 ag: 0%; Nrf2 inh: -13%; S2 tox: inactive; IL2 activator: -2.3; HepG2 tox: -41%; TGFb SMAD3 inh: inconclusive; ATXN2 expr inh: -2%; Nrf2 activator: -0.6%

How did COc1ccc(Nc2nn(-c3ccc(OC(F)(F)F)cc3)nc2C(C)=O)cc1 do in these assays?
A549 viability: -6%; Nrf2 inh: inconclusive; HepG2 tox: -1%; TGFb SMAD3 inh: -7%; Nrf2 activator: 3.2%

How did CCOc1ccc(NC(=O)CC2C(=O)N(c3cccc(C)c3)C(=O)N2Cc2ccco2)cc1 (centres undefined) do in these assays?
A549 viability: -2%; Nrf2 inh: 23%; HepG2 tox: -2%; TGFb SMAD3 inh: -5%; Nrf2 activator: 0.0%

How did S=c1[nH]nc(-c2cccnc2)n1/N=C/c1cccs1 do in these assays?
A549 viability: -2%; EPAC2 ag: -4%; Nrf2 inh: -7%; S2 tox: inactive; IL2 activator: -2.9; HepG2 tox: 3%; TGFb SMAD3 inh: 8%; ATXN2 expr inh: 0%; Nrf2 activator: 3.7%

Results for CC1=C(C(=O)OC(C)C)C(c2cccc([N+](=O)[O-])c2)n2c(cc(=O)[nH]c2=S)N1 (centres undefined) ?
A549 viability: -8%; EPAC2 ag: 3%; Nrf2 inh: -15%; S2 tox: inactive; IL2 activator: -0.5; HepG2 tox: 10%; TGFb SMAD3 inh: 3%; ATXN2 expr inh: -4%; Nrf2 activator: 0.0%

How did CNC[C@H]1Oc2ccc(NC(=O)Nc3ccccc3)cc2CC(=O)N([C@H](C)CO)C[C@H]1C do in these assays?
A549 viability: 3%; EPAC2 ag: 7%; Nrf2 inh: -12%; S2 tox: inactive; IL2 activator: -1.1; HepG2 tox: -14%; TGFb SMAD3 inh: 2%; ATXN2 expr inh: 4%; Nrf2 activator: -1.1%

Results for CCC(=O)Nc1cc(C(=O)O)ccc1Sc1ccccc1 ?
A549 viability: 2%; EPAC2 ag: 7%; Nrf2 inh: -10%; S2 tox: inactive; IL2 activator: -1.9; HepG2 tox: 4%; TGFb SMAD3 inh: -4%; ATXN2 expr inh: -4%[11.3 µM]; Nrf2 activator: -0.5%

How did Cc1ccc(NC(=O)CN(C)C(=O)COc2ccc(Br)cc2)cc1 do in these assays?
EPAC2 ag: 9%; S2 tox: inactive; IL2 activator: -0.8; HepG2 tox: -38%; TGFb SMAD3 inh: -13%; Nrf2 activator: -0.1%

Results for C[C@@H]1CN([C@H](C)CO)S(=O)(=O)c2ccc(C#Cc3ccccc3)cc2O[C@H]1CN(C)C(=O)Nc1ccc2c(c1)OCO2 ?
EPAC2 ag: -4%; S2 tox: inconclusive; IL2 activator: -2.4; HepG2 tox: -2%; TGFb SMAD3 inh: 10%; ATXN2 expr inh: inconclusive; Nrf2 activator: -0.5%

What do the screens show for `O=C(NCc1cccs1)c1ccc2sc(COCCO)nc2c1`?
EPAC2 ag: 12%; S2 tox: inactive; IL2 activator: -0.8; HepG2 tox: -10%; TGFb SMAD3 inh: 4%; ATXN2 expr inh: 9%; Nrf2 activator: -1.5%

What do the screens show for `CCOc1cc(/C=C(/C#N)c2ccc(F)cc2)ccc1OCc1ccc(C(=O)O)o1`?
A549 viability: -7%; EPAC2 ag: -10%; Nrf2 inh: -20%; S2 tox: inactive; IL2 activator: 0.0; HepG2 tox: -28%; TGFb SMAD3 inh: -32%; ATXN2 expr inh: 14%; Nrf2 activator: 0.8%

3 entries out of the list, sorted by SMILES length, smallest number first.
How did COc1ccc(Nc2nn(-c3ccc(OC(F)(F)F)cc3)nc2C(C)=O)cc1 do in these assays?
A549 viability: -6%; Nrf2 inh: inconclusive; HepG2 tox: -1%; TGFb SMAD3 inh: -7%; Nrf2 activator: 3.2%

What do the screens show for `CCOc1cc(/C=C(/C#N)c2ccc(F)cc2)ccc1OCc1ccc(C(=O)O)o1`?
A549 viability: -7%; EPAC2 ag: -10%; Nrf2 inh: -20%; S2 tox: inactive; IL2 activator: 0.0; HepG2 tox: -28%; TGFb SMAD3 inh: -32%; ATXN2 expr inh: 14%; Nrf2 activator: 0.8%

How did CNC[C@H]1Oc2ccc(NC(=O)Nc3ccccc3)cc2CC(=O)N([C@H](C)CO)C[C@H]1C do in these assays?
A549 viability: 3%; EPAC2 ag: 7%; Nrf2 inh: -12%; S2 tox: inactive; IL2 activator: -1.1; HepG2 tox: -14%; TGFb SMAD3 inh: 2%; ATXN2 expr inh: 4%; Nrf2 activator: -1.1%
